# USP7 block: inhibitors of human USP7 deubiquitinase; purified USP7, Ub-rhodamine cleavage fluorescence; 0.3% of 47,000 active; inhibition, % at 20 µM; AID 1645854
# USP10 inh: inhibitors of human USP10 deubiquitinase. purified USP10, Ub-rhodamine fluorescence, 60 min. inhibition, % at 20 µM. 1.1% of 47,000 active. AID 1645856
# OTUD3 inh: blocks human OTUD3 ubiquitin-rhodamine cleavage | Q5T2D3 | purified OTUD3, Ub-rhodamine fluorescence, 2 h | inhibition, % at 25 µM | 0.7% of 47,000 active
# UCHL1 block: inhibitors of human UCHL1 deubiquitinase. inhibition, % at 20 µM. 0.2% of 47,000 active. purified UCHL1, Ub-rhodamine cleavage fluorescence. AID 1645859
# Target sequence (P09936 whole entry, looked up): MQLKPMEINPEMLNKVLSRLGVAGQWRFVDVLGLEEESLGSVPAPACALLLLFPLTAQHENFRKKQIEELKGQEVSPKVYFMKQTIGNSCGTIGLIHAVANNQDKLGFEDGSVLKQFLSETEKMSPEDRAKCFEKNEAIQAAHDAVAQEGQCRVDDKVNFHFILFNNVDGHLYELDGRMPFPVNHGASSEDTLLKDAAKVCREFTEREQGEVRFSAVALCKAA
# USP30 block: human USP30 deubiquitinase inhibition; Q70CQ3; purified USP30, Ub-rhodamine cleavage fluorescence; inhibition, % at 25 µM; 5.3% of 47,000 active; AID 1645860
# USP28 inh: human USP28 deubiquitinase inhibition | Q96RU2 | purified USP28, Ub-rhodamine cleavage fluorescence, 30 min | inhibition, % at 25 µM | 3% of 47,000 active
# USP8 block: blocks human USP8 ubiquitin-rhodamine cleavage; purified USP8, Ub-rhodamine cleavage fluorescence, 30 min; AID 1645853; inhibition, % at 20 µM; 4.2% of 47,000 active; P40818
# USP17 inh: blocks human USP17 ubiquitin-rhodamine cleavage; 6.5% of 47,000 active; AID 1645855; purified USP17, Ub-rhodamine cleavage fluorescence, 3 h; inhibition, % at 50 µM; A8MUK1
# Target sequence (A8MUK1 whole entry, looked up): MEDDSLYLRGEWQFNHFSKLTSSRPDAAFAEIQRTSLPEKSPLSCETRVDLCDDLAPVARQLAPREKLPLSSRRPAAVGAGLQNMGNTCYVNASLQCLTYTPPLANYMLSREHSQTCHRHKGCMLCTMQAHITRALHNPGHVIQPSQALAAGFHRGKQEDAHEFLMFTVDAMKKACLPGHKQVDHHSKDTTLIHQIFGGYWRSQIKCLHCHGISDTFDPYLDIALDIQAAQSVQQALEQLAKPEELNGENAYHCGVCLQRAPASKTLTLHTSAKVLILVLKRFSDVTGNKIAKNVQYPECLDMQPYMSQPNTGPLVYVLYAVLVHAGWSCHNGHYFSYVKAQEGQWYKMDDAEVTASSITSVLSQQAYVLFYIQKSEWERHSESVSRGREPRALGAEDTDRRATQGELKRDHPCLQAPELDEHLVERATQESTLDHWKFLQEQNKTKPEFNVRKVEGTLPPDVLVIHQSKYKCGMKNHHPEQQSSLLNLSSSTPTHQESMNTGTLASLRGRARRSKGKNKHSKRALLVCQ
# The depositor's hits bear a star; i = inactive; . = not tested or not shown. Cut-off read from the data, not from the text of the source: active = inhibition above about 30%; inactive = the rest.
# Values run as follows: USP7 block, USP10 inh, OTUD3 inh, UCHL1 block, USP30 block, USP28 inh, USP8 block, USP17 inh
- Cc1c(O)cc(O)c2c1C(C)C(C)OC2 (stereo unspecified)
    4, 0, 3, 0, 0, 1, -8, -1
- C=C1C(=O)O[C@@H]2[C@H]3O[C@]3(C)CC/C=C(\C)CC[C@@H]12
    -8, -6, -15, -10, -34, -15, -49, -38
- CN1[C@@H](C(=O)NCC2CC2)C[C@@H]2CN(Cc3cccc(C#N)c3)C[C@@H]21
    5, -1, 6, -1, 0, 8, 0, -20
- COc1cccc(C(=O)N2CCc3nc(C(=O)Nc4cccnc4)sc3CC2)c1
    0, 0, 3, 3, 11, 9, 6, 2
- CCS(=O)(=O)c1ccccc1C(=O)Nc1ccccc1-c1nc2ccccc2[nH]1
    0, -1, -17, -1, -43, -7, 0, 25
- CCn1cc(S(=O)(=O)Nc2ncn(Cc3ccccc3F)n2)cn1
    0, 0, -9, 0, -3, -3, -2, -1
- CC(C)NC(=O)c1cc(-c2ccn(C3CCCC3)n2)n2ccccc12
    -80, -2, -113, -28, -445, -145, -62, -113
- O=C(Nc1ccc2c(c1)OCO2)c1cc(S(=O)(=O)N2CCCCC2)ccc1N1CCCCC1
    15, 10, 14, 9, 0, 9, 8, 0
- CC(=O)c1ccc(N2CCN(S(=O)(=O)c3cc4c(cc3C)NC(=O)CO4)CC2)cc1
    9, 8, 14, 8, -21, 32*, 29, 15
- O=C(c1noc2c1CCCC2)N1CCCCC1c1ccn2nccc2n1 (stereo unspecified)
    -12, -1, -7, -3, -11, -2, 3, -2

# Carrying on:
# Values run as follows: USP7 block, USP10 inh, OTUD3 inh, UCHL1 block, USP30 block, USP28 inh, USP8 block, USP17 inh
- O=C(c1ccco1)N1CCCC(c2cc(-c3ccc(F)cc3)n[nH]2)C1 (stereo unspecified)
    -6, 0, -4, -1, -1, 3, 3, -5
- Cc1nc(=O)c2ccccc2n1C1=CCN(C(=O)C2(c3ccccc3)CC2)CC1
    1, -1, 0, -1, 3, -2, -6, 0
- CC1(C)O[C@@H](C2CCN(Cc3ccccn3)CC2)C2CC1C[C@H](O)[C@@]2(C)O (stereo partly specified)
    -2, -11, -8, -4, -86, -16, -20, -22
- CC(=O)Nc1ccc(SCC(=O)Nc2cc(-c3cc(C)c(C)cc3C)nn2-c2ccccc2)cc1
    6, -6, 4, -5, -44, -16, -15, 19
- O=C1c2oc3ccc(Cl)cc3c(=O)c2C(c2ccncc2)N1Cc1ccccc1 (stereo unspecified)
    3, 3, 0, 0, 3, -5, 8, -12
- CNC(=O)[C@@]12CCC3(CCN(S(=O)(=O)c4ccc(OC)cc4)CC3)[C@@H]1CN(C)C2
    6, 0, 11, 4, 22, 14, 24, 8
- COc1ccc(-n2c(C)cc(C(=O)CSc3nncn3-c3ccccc3OC)c2C)cc1
    -1, 2, -6, 1, 2, 30*, 10, 34*
- COc1ccc(NC(=O)CSc2nc3ccccc3c3nc(C)nn23)cc1
    0, 0, 15, 1, 14, 12, 0, 17
- C=C1CCC[C@]2(C)C[C@H]3OC(=O)C(CNCCc4ccc(OC)c(OC)c4)[C@H]3CC12 (stereo partly specified)
    7, -2, 0, 4, 46*, 7, -42, -11
- CCC(Oc1ccccc1)C(=O)Nc1ccccn1 (stereo unspecified)
    0, 0, -8, -1, -8, -3, -74, -14

# (cont.)
# Values run as follows: USP7 block, USP10 inh, OTUD3 inh, UCHL1 block, USP30 block, USP28 inh, USP8 block, USP17 inh
- O=C(CCc1ccc2cc[nH]c2c1)NCCN1CCOCC1
    -4, -3, 9, 2, 4, -2, 21, 9
- COc1ccc2nc(-c3ccc(NC(=O)c4cccc(OC)c4OC)cc3)cn2n1
    8, 10, -21, 1, -28, -3, 4, 81*
- O=C1NC2(CCCc3ccccc32)C(=O)N1Cc1ccc(F)cc1 (stereo unspecified)
    -53, 4, -2, 2, 15, 0, 16, 11
- Cc1ccc2cnn(CC(=O)NCCc3ccccc3)c2c1
    -2, 0, -2, -2, -4, -9, 0, -1
- Cc1ccc(NC(=O)Cn2cnc3scc(-c4ccc5c(c4)CCCC5)c3c2=O)cc1C
    -4, -6, -23, -9, -78, -20, 0, -3
- CCN(C(=O)Cn1c2ncccc2c(=O)n1-c1ccccc1)c1cccc(C)c1
    ., 8, 16, 8, 23, 14, 9, 25
- Cc1ccccc1C1CCCN1C(=O)c1cnn2cc(Br)cnc12 (stereo unspecified)
    1, -2, 8, 0, -17, 6, 10, -2
- Cn1c(N2CCCCCC2)nc2c1c(=O)n(Cc1ccc(Cl)cc1)c(=O)n2C
    -7, 2, 9, 0, 39*, 11, -11, 2
- CN1CCC(N2CCN(C(=O)C3CCCN(c4cnc5nccnc5c4)C3)CC2)CC1 (stereo unspecified)
    -27, -7, -118, -36, i, -155, -92, -166
- O=c1c2nnn(Cc3ccccc3)c2ncn1Cc1nc(-c2cccc(Cl)c2)no1
    4, 2, 9, 2, 36*, 14, 15, -7

# (listing goes on)
# Values run as follows: USP7 block, USP10 inh, OTUD3 inh, UCHL1 block, USP30 block, USP28 inh, USP8 block, USP17 inh
- Fc1ccccc1Cn1c(C2CCCO2)nc2ccccc21 (stereo unspecified)
    -46, 1, -4, -4, -3, 8, -7, -7
- O=C(Nc1cc(=O)[nH]c2nc(COc3ccccc3)nn12)c1ccccc1
    6, 0, -6, -2, i, -157, -11, -104
- CCOc1cc(CNC(=O)c2cc(-c3cccnc3)nc3ccccc23)ccc1OC
    1, -6, 11, 2, 23, 8, -6, 7
- COc1ccccc1C(=O)Nc1ccc2c(c1)NC(=O)C(C)O2 (stereo unspecified)
    -1, -5, -15, -1, -5, -5, 3, -14
- CCOC(=O)N1CCN(C(=O)c2ccc(NCc3ccc(F)cc3)c(S(=O)(=O)Nc3cccc(C(F)(F)F)c3)c2)CC1
    8, 56*, 0, 8, 24, 26, 17, 13
- O=C(C1CCN(c2cc(N3CCOCC3)ncn2)CC1)N1CCN(c2ccccc2)CC1
    -2, 0, 0, 2, 1, -1, -39, 0
- COc1cc(CC(=O)N2CCc3ccccc32)cc(OC)c1OC
    0, -2, -8, -1, -34, -2, -2, -11
- CCn1ccc(C(=O)N2CCCn3nc(-c4ccc(OC)cc4)cc3C2)n1
    -1, 0, 4, 0, 8, 12, 9, 8
- c1ccc(Cn2nnc3c(N4CCN(c5ccccc5)CC4)ncnc32)cc1
    1, 0, -2, 1, -13, -6, 3, 0
- COc1ccc(CC(NC(C)=O)C(=O)NC2CCN(c3nc(C)cc(C)c3C#N)CC2)cc1 (stereo unspecified)
    -1, -3, 1, -2, -27, -5, 1, -17

# Next part.
# Values run as follows: USP7 block, USP10 inh, OTUD3 inh, UCHL1 block, USP30 block, USP28 inh, USP8 block, USP17 inh
- COCCn1c(SCC(=O)Nc2cc(C)ccc2C)nnc1-c1c[nH]c2ccccc12
    -2, 0, 11, 3, 15, 7, 2, -2
- O=C(COc1coc(CN2CCc3ccccc3C2)cc1=O)Nc1cccc(F)c1
    5, 6, 6, 5, -7, 19, 30*, 25
- Cc1ccc(C(=O)N2c3ncnn3C3(CCCCC3)[C@@H]3CCCC[C@@H]32)cc1
    -63, -8, 0, -50, 2, 0, 0, -9
- O=C(NC(Cc1ccccc1)c1nc2ccccc2[nH]1)C1CC1 (stereo unspecified)
    0, 3, 5, 12, 1, 11, 48*, 54*
- CC12C(=O)N(C3CCCC3)CC(=O)N1CCc1c2[nH]c2ccccc12 (stereo unspecified)
    0, -1, 0, 0, ., ., 1, -6
- CCCCCn1c(CCNC(=O)c2ccco2)nc2ccccc21
    -135, -2, -7, 0, -4, -1, -2, 0
- CN1CCN(C(=O)c2oc3ccccc3c2NC(=O)c2ccc(F)cc2)CC1
    1, -1, 12, 4, 16, 11, 41*, 7
- CCOc1cc(=O)c(C(=O)N2CCC(C)CC2)nn1-c1ccc(F)cc1
    -1, -2, 6, 0, 4, 11, 11, 8
- O=C1c2ccccc2NC(c2ccccc2)N1CCCN1CCOCC1 (stereo unspecified)
    -4, -4, 0, -3, 0, -11, -4, -8
- CS(=O)(=O)c1ccc(C(=O)N2CC[C@H]3COC(=O)N[C@@H]3C2)cc1
    5, 0, 10, 2, 13, 6, 1, 8

# Continuation.
# Values run as follows: USP7 block, USP10 inh, OTUD3 inh, UCHL1 block, USP30 block, USP28 inh, USP8 block, USP17 inh
- CCc1c(C)nc2ncnn2c1Sc1ccccc1NC(=O)c1ccccc1OC
    1, -1, 3, -3, 9, -13, 0, 4
- O=C(CSc1nnc(-c2ccncc2)o1)Nc1cccc(Cl)c1
    1, 2, 4, 0, 8, 0, 5, 20
- CC(NC(=O)c1ccc(O)cc1)c1ccc(-n2ccnc2)cc1 (stereo unspecified)
    3, 1, 2, 1, 15, 8, 4, 1
- Cc1cc(C)n2ncc(C(=O)N3CCN(c4ccccn4)CC3)c2n1
    0, -1, 0, 2, -15, 1, 7, 0
- CC(C)(NC(=O)OCc1ccccc1)C(=O)N1CCC2(CCCNC2)CC1
    1, -2, 1, 0, -5, -1, -42, -7
- N#Cc1ccccc1Cn1c(=O)n(Cc2ccc(C(=O)NC3CCCC3)cc2)c(=O)c2ccccc21
    6, 2, 17, 1, 33*, 17, 13, 16
- Cc1ccc2cc3c(nc2n1)CCN(C(=O)c1ccc(C(F)(F)F)nc1)C3
    -20, -3, -88, -20, -352, -116, -43, -84
- COc1ccc(C(=O)CCN2CCOCC2)cc1[N+](=O)[O-]
    -1, 2, 36*, 5, 28, 2, 1, -2
- Cc1nc2nc[nH]n2c(=O)c1C/C=C/c1ccccc1
    -3, 2, 3, -5, 5, -6, -10, 4
- Cc1cc2nc(N3CCc4ccccc4C3)c3ccccc3n2n1
    -1, 3, -70, 3, -141, 1, 26, -96

# Shown in CSV form: part of the list above.
compound,USP7 block,USP10 inh,OTUD3 inh,UCHL1 block,USP30 block,USP28 inh,USP8 block,USP17 inh
CCOc1cc(=O)c(C(=O)N2CCC(C)CC2)nn1-c1ccc(F)cc1,-1,-2,6,0,4,11,11,8
O=C1c2ccccc2NC(c2ccccc2)N1CCCN1CCOCC1 (stereo unspecified),-4,-4,0,-3,0,-11,-4,-8
CS(=O)(=O)c1ccc(C(=O)N2CC[C@H]3COC(=O)N[C@@H]3C2)cc1,5,0,10,2,13,6,1,8
CCc1c(C)nc2ncnn2c1Sc1ccccc1NC(=O)c1ccccc1OC,1,-1,3,-3,9,-13,0,4
O=C(CSc1nnc(-c2ccncc2)o1)Nc1cccc(Cl)c1,1,2,4,0,8,0,5,20
CC(NC(=O)c1ccc(O)cc1)c1ccc(-n2ccnc2)cc1 (stereo unspecified),3,1,2,1,15,8,4,1
Cc1cc(C)n2ncc(C(=O)N3CCN(c4ccccn4)CC3)c2n1,0,-1,0,2,-15,1,7,0
CC(C)(NC(=O)OCc1ccccc1)C(=O)N1CCC2(CCCNC2)CC1,1,-2,1,0,-5,-1,-42,-7
N#Cc1ccccc1Cn1c(=O)n(Cc2ccc(C(=O)NC3CCCC3)cc2)c(=O)c2ccccc21,6,2,17,1,33*,17,13,16
Cc1ccc2cc3c(nc2n1)CCN(C(=O)c1ccc(C(F)(F)F)nc1)C3,-20,-3,-88,-20,-352,-116,-43,-84
COc1ccc(C(=O)CCN2CCOCC2)cc1[N+](=O)[O-],-1,2,36*,5,28,2,1,-2
Cc1nc2nc[nH]n2c(=O)c1C/C=C/c1ccccc1,-3,2,3,-5,5,-6,-10,4
Cc1cc2nc(N3CCc4ccccc4C3)c3ccccc3n2n1,-1,3,-70,3,-141,1,26,-96

# (continued)
# Values run as follows: USP7 block, USP10 inh, OTUD3 inh, UCHL1 block, USP30 block, USP28 inh, USP8 block, USP17 inh
- CC(=O)Nc1ccc(C(=O)Nc2ncc(C)s2)cc1
    0, -1, 9, 2, 21, 14, 2, 11
- CCCC(=O)O[C@H]1CC(C)=C2C(=O)C=C(C)[C@@H]2[C@H]2OC(=O)[C@@H](C)[C@@H]21
    -14, 0, 2, 0, 16, -2, -1, 5
- O=C(NCc1ccccn1)c1nn(C23CC4CC(CC(C4)C2)C3)cc1[N+](=O)[O-]
    2, 5, 23, 3, 25, 17, -130, -9
- COc1cc(Nc2nc3c(S(=O)(=O)c4ccccc4)nnn3c3ccccc23)cc(OC)c1OC
    3, 9, 2, 4, -13, -7, 0, -3
- O=C(Nc1ccc(C(=O)N2CCCC2)cc1CS(=O)(=O)c1ccc(Cl)cc1)c1ccc(F)cc1
    -10, -2, 0, -2, -4, -4, -7, -1

# One compound at a time (already shown). Order of screens: USP7 block	USP10 inh	OTUD3 inh	UCHL1 block	USP30 block	USP28 inh	USP8 block	USP17 inh
# CC(=O)Nc1ccc(C(=O)Nc2ncc(C)s2)cc1 reads 0	-1	9	2	21	14	2	11
# O=C(Nc1ccc(C(=O)N2CCCC2)cc1CS(=O)(=O)c1ccc(Cl)cc1)c1ccc(F)cc1 reads -10	-2	0	-2	-4	-4	-7	-1

# Screens (PubChem)
